# CRE-bla Fsk = alters forskolin-stimulated CRE reporter signaling in CHO cells | CHO CRE-bla reporter (cAMP response element driving beta-lactamase), forskolin EC10, beta-lactamase ratio | Potency, µM (top dose mostly 38.2 µM), inactives show at the top dose activity change, negative = inhibition, usual class: activators | 2.5% of 71,000 active | AID 662; active = well fitted activation curve with a large enough effect in the signal ratio, with a control signal flat, not every such curve was filed as active; inconclusive = small, poorly fitted or top-dose-only effect, or effect the other way, or a change in a side signal; the % refers to the signal ratio; note: potency is the fitted concentration of half-maximal effect; % of control where 0% means no effect
#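 qHTS titration format; CRE-bla CHO reporter; stimulus EC10 NKH 477, a water-soluble forskolin. Read: CCF4 460/530 nm ratio. Potency expressed as AC50 for activators or inhibitors.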
# USP2a inhib = inhibitors of human ubiquitin-specific protease USP2a | O75604 | USP2a enzymatic assay, qHTS inhibition | Potency, µM (doses to about 38.3 µM), without a hit: at the top dose activity change, negative = inhibition, actives largely listed as inhibitors | 0.1% of 60,000 active;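 note: potency is the fitted concentration of half-maximal effect; nearly all actives have a fitted effect of over 60% in size; plate controls were DMSO for no effect and NEM full inhibition control for full effect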
#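 Inhibition is measured in a cell-free coupled assay with 20 nM USP2 core, 20 nM Ub-PLA2 and 20 uM NBD C6-HPC, 2.5 h incubation. Activity normalized to NEM control.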
# HEK293 cAMP ctrl = counter-screen for TSHR agonists: cAMP increase in parental HEK293; 2.5% of 73,000 active; AID 938; Potency, µM (highest dose often 57.1 µM), inactives show at the top dose activation, usual class: activators; parental HEK293 CNG cAMP sensor, membrane potential fluorescence; note: potency is the fitted concentration of half-maximal effect; % of control where 0% means no effect; nearly all actives have a fitted effect of over 55% in size
#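 Counterscreen for endogenous-receptor signalling: CNG-channel HEK 293 cells report cAMP rise by membrane depolarization. After 60 min dye equilibration with 100 uM RO 20-1724, compounds incubated 30 min before bottom-read fluorescence at 590 nm.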
# A350 autofl = compounds fluorescent in Alexa 350 spectral region; Compound autofluorescence, 340/450 nm, Alexa 350 dye-equivalents; active compounds read high; max dye-equivalent concentration, M; 11% of 59,000 active; in the data active = max dye-equivalent concentration above about 10 nM; inconclusive = mostly about 1.1 nM to 9.6 nM
# Casp7 inh = caspase-7 (human) inhibition, allosteric or competitive; P55210; recombinant caspase-7, Ac-DEVD-AFC fluorescence rate; Potency, µM (highest dose often 57.5 µM), inactives show at the top dose activity change, negative = inhibition, usual class: inhibitors; 0.02% of 75,000 active; AID 889; active = well fitted inhibition curve with a large enough effect in the main read-out, with a control signal flat, not every such curve was filed as active; inconclusive = small, poorly fitted or top-dose-only effect, or a change in a side signal; note: potency is the fitted concentration of half-maximal effect; % of control where 0% means no effect
# Target sequence (P55210 24-198 limits assumed): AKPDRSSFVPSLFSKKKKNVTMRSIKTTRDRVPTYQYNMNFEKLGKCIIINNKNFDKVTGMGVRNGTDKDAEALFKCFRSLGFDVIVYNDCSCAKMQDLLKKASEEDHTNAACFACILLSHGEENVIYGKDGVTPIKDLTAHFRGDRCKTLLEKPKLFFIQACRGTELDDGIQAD
# Target sequence (P55210 207-303 limits assumed): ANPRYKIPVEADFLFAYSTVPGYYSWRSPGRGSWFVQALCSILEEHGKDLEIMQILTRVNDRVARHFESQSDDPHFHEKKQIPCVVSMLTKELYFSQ
# FLuc inh = inhibitors of firefly luciferase; purified firefly luciferase, luminescence, 8 min; 2.2% of 72,000 active; Potency, µM (doses to about 57.1 µM), without a hit: top-dose activity change, negative = inhibition, actives largely listed as inhibitors; P08659; note: potency is the fitted concentration of half-maximal effect; % is set by controls: 0 for no effect and ±100 for the full control effect; nearly all actives have a fitted effect of over 40% in size
#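 Substrate buffer containing 10 uM ATP (pH 7.2 imidazole, Mg2+, KCl, detergent, BSA) is dispensed, compound pinned in, then luciferase/luciferin detector mix added. After 8 min at ambient temperature, light output is measured.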
# Tau fil binding = binders of human tau filaments; 2% of 71,000 active; AID 596; recombinant tau filaments, thioflavin S fluorescence, 15 h; filaments grown with octadecylsulfate alongside compound; Potency, µM (series often up to 57.1 µM), for the others: at the highest dose activity change, negative = inhibition; P10636;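 note: potency is the fitted concentration of half-maximal effect; % is set by controls: 0 for no effect and ±100 for the full control effect; actives lower thioflavin S fluorescence by blocking filaments or displacing dye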
#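 Read-out: ThS fluorescence, 450 nm excitation/510 nm emission; lower signal marks blocked filament formation or displaced dye. Tau at 1 uM with 30 uM ODS, 10 uM ThS, 5 mM DTT, 100 mM NaCl, 10 mM HEPES pH 7.4; 15 h, 37 C.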
# Casp1 inh = blocks human caspase-1 allosterically or competitively. P29466. Caspase-1 enzyme, Ac-WEHD-AFC fluorogenic rate. Potency, µM (doses to about 57.5 µM), inactives show top-dose activity change, negative = inhibition, usual class: inhibitors. 0.03% of 75,000 active. AID 900;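 note: potency is the fitted concentration of half-maximal effect; plate controls were vehicle for no effect and no substrate for full effect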
# Target sequence (P29466 120-297 limits assumed): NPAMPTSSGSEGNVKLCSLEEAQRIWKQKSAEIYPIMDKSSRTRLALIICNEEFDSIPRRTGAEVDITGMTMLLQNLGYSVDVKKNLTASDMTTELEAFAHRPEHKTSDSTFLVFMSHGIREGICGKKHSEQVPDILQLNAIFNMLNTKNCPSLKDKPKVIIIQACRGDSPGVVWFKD
# Target sequence (P29466 317-404 limits assumed): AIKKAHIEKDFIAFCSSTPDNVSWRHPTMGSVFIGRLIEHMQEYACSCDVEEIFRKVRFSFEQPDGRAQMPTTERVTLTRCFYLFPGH
# ERK AVP inh = vasopressin-driven ERK pathway inhibition | HEK293-V1b, vasopressin-stimulated pERK AlphaScreen | Potency, µM (doses to about 57.5 µM), inactives show at the top dose activity, negative = inhibition, hits mostly inhibitors | 0.99% of 72,000 active; note: potency is the fitted concentration of half-maximal effect; % is set by controls: 0 for no effect and ±100 for the full control effect; nearly all actives have a fitted effect of over 55% in size
#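 qHTS, compounds titrated on V1b-expressing HEK293 cells. Preincubation 30 min at 37C, vasopressin 25 nM for 5 min, lysis 10 min, bead incubation 5 hr at room temperature.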
# BRCT PPI green = inhibitors of human BRCA1 BRCT-phosphoprotein interaction (green fluorophore); P38398; BRCA1 BRCT-phosphopeptide binding, green fluorescence polarization; Potency, µM (titrated, usually from 76.9 µM), inactives show at the highest dose activity change, negative = inhibition, most hits filed as inhibitors; 0.05% of 75,000 active; AID 875;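 note: potency is the fitted concentration of half-maximal effect; plate controls were peptide without protein for full effect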
#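 Compounds were incubated for 12 min at room temperature with a complex of 100 nM fluorescein-tagged pBACH1 decapeptide and 250 nM His-tagged BRCT protein. Buffer was phosphate pH 7.3 with EDTA, DTT and Tween 20. Disruption of binding lowers the polarization signal.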
# BRCT PPI red = inhibitors of human BRCA1 BRCT-phosphoprotein interaction (red fluorophore); 0.03% of 75,000 active; BRCT-phosphopeptide binding, red fluorescence polarization; Potency, µM (highest dose often 76.9 µM), for inactives: at the top dose activity change, negative = inhibition, actives largely listed as inhibitors; P38398; AID 892; note: % is set by controls: 0 for no effect and ±100 for the full control effect
#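 Rhodamine-labelled pBACH1 10-mer (100 nM) bound to BRCT domain (100 nM) at pH 7.3; compounds incubated 12 min room temperature, polarization read. Free peptide defines full inhibition; unlabelled decapeptide titrated as control.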
# * hit, by the source's call; i = inactive; ? = inconclusive; · = no result given; [ ] = another dose, or the depositor's remark. Unless noted, calls come from the whole dose curve; as a rule, active = well fitted curve in the direction sought with a large enough effect; inconclusive = small, poorly fitted or top-dose-only effect, or another doubt; inactive = no such curve, though single readings can be large; an effect the other way counts as inactive or inconclusive.
SMILES,CRE-bla Fsk,USP2a inhib,HEK293 cAMP ctrl,A350 autofl,Casp7 inh,FLuc inh,Tau fil binding,Casp1 inh,ERK AVP inh,BRCT PPI green,BRCT PPI red
Cc1cccnc1NC(=O)Nc1ccc(F)cc1,-3%,0%,8%,·,2%,-1%,10%,0%,-9%,-2.0%,0.4%
COc1cc(NC(=O)c2ccco2)c(OC)cc1NC(=O)CCC(=O)Nc1cc(C)cc(C)c1,17%,·,-2%,2e-08M*,0%,-3%,199%,-3%,-20%,-3.0%,0.0%
COc1cccc(C2c3c(oc4cc(C)c(C)cc4c3=O)C(=O)N2CCCN(C)C)c1 (stereo unspecified),0%,·,-2%,·,-3%,2%,-29%,1%,-14%,-1.7%,0.3%
CCc1ccccc1NC(=O)CSc1nnc([C@@H](NC(=O)OC(C)(C)C)C(C)C)o1,?,20%,?,i,-1%,3%,-10%,-2%,-4%,0.4%,-0.5%
COc1cccc(NC(=O)c2ccccc2-c2nc(-c3ccc(Cl)cc3)no2)c1,?,19%,?,i,-3%,-6%,25%,-6%,-27%,-0.9%,0.5%
CCc1cc2c(C)cc(=O)oc2cc1OC(=O)C1CCCN1C(=O)OC(C)(C)C (stereo unspecified),?,11%,?,3.6e-07M*,-22%,1%,16%,-9%,9%,0.9%,0.3%
COCc1nc(-c2ccc(-c3ccc(C)cc3)nc2OC)no1,22%,19%,18%,?,-10%,-16%,-3%,?,7%,3.8%,0.2%
CCOC(=O)C1=C(c2ccccc2)NC(=O)NC1c1ccc(N(C)C)cc1 (stereo unspecified),8%,-8%,2%,·,0%,-2%,-14%,0%,?,0.5%,-1.6%
CCn1c(SCc2cc(=O)[nH]c3ccccc23)nc2c1c(=O)n(C)c(=O)n2C,?,·,8%,i,3%,-2%,2%,0%,-6%,-0.1%,0.5%
Cc1onc(-c2ccccc2Cl)c1C(=O)Nc1nn[nH]n1,3%,·,?,·,-1%,1%,-2%,0%,3%,-3.3%,1.1%
CCCCCCN(C(=O)CCCCCN1C(=O)NC(c2ccc(-c3ccccc3)cc2)C(C(=O)OCc2ccccc2)=C1C)C(C(=O)NCCCC)c1cccc(C(=O)OC)c1 (stereo unspecified),0%,·,3%,·,1%,·,-4%,-7%,-9%,-5.7%,-0.8%
O=C(c1ccc2c(c1)C(=O)N(Cc1ccco1)C2=O)N1CCOCC1,?,-6%,2%,i,0%,1%,23%,0%,4%,-1.8%,0.1%
CC(=O)N[C@H](Cc1ccc(O)cc1)C(=O)O,15%[7.6 µM],·,25%[11.4 µM],i,0%[11.5 µM],1%[11.4 µM],-9%[11.4 µM],1%[11.5 µM],-12%[11.5 µM],-1.0%[15.4 µM],-2.1%[15.4 µM]
CC(C)(C)NC(=O)C(c1ccccc1)N(C(=O)c1ccco1)C1CC1 (stereo unspecified),-4%,0%,9%,i,3%,0%,3%,4%,-24%,0.1%,-0.6%
C/C(N)=C(/C#N)C(=O)CSc1nc2ccc(C)cc2[nH]1,?,0%,?,?,-1%,?,3%,-1%,16%,-0.6%,-2.9%
Cn1c(SCc2cnc(-c3ccccc3)s2)nnc1C1COc2ccccc2O1 (stereo unspecified),-9%,12%,?,i,-3%,1%,0%,4%,7%,-0.3%,-2.8%
COC(=O)c1ccc(OC(=O)c2nn(C)cc2Cl)c(OC)c1,-4%,0%,0%,·,1%,-2%,-4%,-3%,-7%,-2.3%,1.2%
COc1ccccc1CNC(=O)C(C)NS(=O)(=O)c1ccccc1 (stereo unspecified),-7%,13%,5%,i,-1%,1%,-4%,0%,-5%,-0.8%,-0.9%
O=C(O)c1ccc2c(c1)N(Cc1ccccc1F)C(=O)c1ccccc1S2=O (stereo unspecified),-2%,·,2%,·,1%,-1%,-11%,-1%,·,0.1%,-0.6%
CCCCC#CC1C=CC(OC(C)=O)C(COC(C)=O)O1 (stereo unspecified),·,·,5%[11.4 µM],·,-2%[11.5 µM],·,·,-1%[11.5 µM],-7%[11.5 µM],-2.6%[15.4 µM],-1.3%[15.4 µM]

# Some of the entries above in another layout:
CCc1ccccc1NC(=O)CSc1nnc([C@@H](NC(=O)OC(C)(C)C)C(C)C)o1
  CRE-bla Fsk: ?
  USP2a inhib: 20%
  HEK293 cAMP ctrl: ?
  A350 autofl: i
  Casp7 inh: -1%
  FLuc inh: 3%
  Tau fil binding: -10%
  Casp1 inh: -2%
  ERK AVP inh: -4%
  BRCT PPI green: 0.4%
  BRCT PPI red: -0.5%

COc1cccc(NC(=O)c2ccccc2-c2nc(-c3ccc(Cl)cc3)no2)c1
  CRE-bla Fsk: ?
  USP2a inhib: 19%
  HEK293 cAMP ctrl: ?
  A350 autofl: i
  Casp7 inh: -3%
  FLuc inh: -6%
  Tau fil binding: 25%
  Casp1 inh: -6%
  ERK AVP inh: -27%
  BRCT PPI green: -0.9%
  BRCT PPI red: 0.5%

# Further compounds
SMILES,CRE-bla Fsk,USP2a inhib,HEK293 cAMP ctrl,A350 autofl,Casp7 inh,FLuc inh,Tau fil binding,Casp1 inh,ERK AVP inh,BRCT PPI green,BRCT PPI red
Cc1cccc(C)c1NC(=O)CC(NCc1ccco1)C(=O)O (stereo unspecified),-2%,-4%,4%,i,3%,-1%,3%,2%,12%,-0.8%,-0.8%
O=C(C1CCN(S(=O)(=O)c2ccc(F)cc2)CC1)N1CC=C(c2ccccc2)CC1,?,41%[activator],?,i,-4%,3%,5%,-5%,7%,-0.4%,1.1%
CCCSc1nnc2nc(C)cc(C)n12,12%,·,5%,·,1%,0%,-12%,1%,9%,0.7%,-0.3%
Oc1c(Cl)cc(CN(Cc2cc(Cl)c(O)c(Cl)c2)C2CCCCC2)cc1Cl,9%[7.6 µM],·,?,i,-1%[11.5 µM],1%[11.4 µM],0%[11.4 µM],1%[11.5 µM],9%[11.5 µM],-1.3%[15.4 µM],1.6%[15.4 µM]
COCCCNC(=O)c1c(-c2ccccc2)noc1C,11%,-6%,2%,i,0%,0%,3%,0%,-10%,-0.8%,1.1%
COc1ccc(S(=O)(=O)Nc2c(C(=O)O)[nH]c3ccccc23)c(OC)c1,-25%,4%,3%,i,-2%,2%,-9%,-3%,0%,-0.8%,1.1%
Cc1cc(C)cc(C(=O)N(C)[C@H](Cc2ccc(-c3ccccc3)cc2)C(=O)N[C@@H](Cc2c[nH]c3ccccc23)C(=O)O)c1,?,·,12%,·,32µM*,4%,?,-13%,14%,-1.0%,-1.1%
COc1ccc(OCC(O)Cn2c(=N)n(CCN3CCCCC3)c3ccccc32)cc1 (stereo unspecified),-16%,9%,23%,i,0%,1%,18%,-1%,14%,3.5%,-0.1%
Cc1ccc(S(=O)(=O)N2CCCC2C(=O)O)cc1 (stereo unspecified),-10%,-2%,0%,i,-1%,1%,-5%,3%,-2%,-1.2%,0.3%
CN1CCN(c2ncc3ncc(=O)n(CCc4ccccc4)c3n2)CC1,?,13%,8%,2.3e-08M*,-18%,-2%[11.4 µM],-4%,-12%,25%,-0.2%,1.8%
COc1ccc(NC(=O)CSc2nncs2)cc1OC,22%,-11%,6%,i,0%,-3%,-14%,2%,22%,1.2%,1.3%
CC(C)(C)n1nnnc1C(c1ccccc1)N1CCc2ccccc2C1 (stereo unspecified),-2%,·,?,i,2%,2%,-2%,-2%,-2%,0.7%,0.5%
Cc1cc(-n2ccc(=O)[nH]c2=O)nc(-c2ccccc2)n1,?,5%,-4%,·,-2%,3%,16%,-2%,-21%,0.4%,-1.6%
CC1CCCCN1CCNC(=O)C1CC(=O)N(c2ccc(F)c(Cl)c2)C1 (stereo unspecified),-20%,1%,6%,i,0%,1%,0%,-2%,24%,-1.1%,0.2%
COc1cc2c(cc1NC(=O)CSCC(=O)O)oc1ccccc12,-14%,2%,-11%,i,-1%,-7%,-4%,1%,7%,-3.2%,-1.6%
O=c1c(-c2ccccc2)coc2c(CN3CCCC3)c(O)ccc12,-2%,-4%,14%,7.3e-07M*,-10%,1%,-2%,-12%,-13%,-0.4%,-0.3%
CCOc1ccc(OCC)c(NC(=O)CSc2nc3ccccc3c(=O)n2C)c1,?,10%,?,i,0%,6%,9%,0%,3%,-2.3%,-0.5%
CC(=O)Cc1nsc(NC(=O)c2ccc(COc3ccc(C)cc3)o2)n1,2%,12%,27%,i,-5%,-2%,7%,-3%,-1%,-1.1%,-0.2%

# With a hit mark in Casp7 inh, of those listed so far:
Compound	CRE-bla Fsk	A350 autofl	Casp7 inh	FLuc inh	Tau fil binding	Casp1 inh	ERK AVP inh	BRCT PPI green	BRCT PPI red
Cc1cc(C)cc(C(=O)N(C)[C@H](Cc2ccc(-c3ccccc3)cc2)C(=O)N[C@@H](Cc2c[nH]c3ccccc23)C(=O)O)c1	?	·	32µM*	4%	?	-13%	14%	-1.0%	-1.1%

# Assay outcomes: PubChem BioAssay, National Center for Advancing Translational Sciences (NCATS)

# Compounds as they come. Share with any hit: about 16%.
